Furin inhibitor – blocks human furin protease activity | P09958 | purified furin, fluorogenic substrate cleavage | inhibition, % at 30 µM | actives 0.061% (n = 220,000) | AID 463115; in the data active = inhibition above about 25%; note: inactives centre near -15
FXIa inh – inhibitors of human coagulation factor XIa. purified FXIa, Boc-Glu-Ala-Arg-AMC fluorogenic substrate. inhibition, % at 5 µM. actives 0.14% (n = 220,000). AID 798;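 active = inhibition of at least 40%; inactive = inhibition below 40%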;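 note: fluorescence of freed AMC excited at 355 nm; 0% = enzyme without compound and 100% = no enzyme blank; many of its hits are not listed in these tables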
Target sequence (P03951 19-387 limits assumed): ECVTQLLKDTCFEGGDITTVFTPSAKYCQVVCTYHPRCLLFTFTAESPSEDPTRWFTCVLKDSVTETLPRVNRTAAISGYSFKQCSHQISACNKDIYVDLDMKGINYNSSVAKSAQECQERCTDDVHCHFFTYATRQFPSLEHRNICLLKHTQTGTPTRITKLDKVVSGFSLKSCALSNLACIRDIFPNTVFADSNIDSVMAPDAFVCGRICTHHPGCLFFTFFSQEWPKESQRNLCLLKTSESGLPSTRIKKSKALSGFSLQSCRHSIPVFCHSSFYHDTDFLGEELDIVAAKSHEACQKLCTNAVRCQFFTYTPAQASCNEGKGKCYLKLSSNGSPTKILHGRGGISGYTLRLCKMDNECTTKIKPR
Target sequence (P03951 388-625 limits assumed): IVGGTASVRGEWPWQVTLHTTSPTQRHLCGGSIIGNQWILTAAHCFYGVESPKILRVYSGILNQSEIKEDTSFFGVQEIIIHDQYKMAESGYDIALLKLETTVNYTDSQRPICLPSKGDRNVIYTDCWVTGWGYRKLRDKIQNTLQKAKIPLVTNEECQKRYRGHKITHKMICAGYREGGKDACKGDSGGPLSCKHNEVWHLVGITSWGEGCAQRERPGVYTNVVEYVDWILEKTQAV
FXIIa inh – factor XIIa (human) inhibition. purified FXIIa, Boc-QGR-AMC fluorogenic substrate, 2 h. inhibition, % at 5 µM. P00748. AID 800. actives 0.3% (n = 220,000); in the data active = inhibition above about 40%;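 note: 0% = enzyme with no compound and 100% = blank without enzyme; many of its hits are not listed in these tables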
hK5 inh – kallikrein 5 (human) inhibition | Q9Y337 | AID 873 | actives 0.59% (n = 210,000) | recombinant hK5, fluorogenic AMC substrate cleavage | inhibition, % at 5 µM;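 active = inhibition of 40% or more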;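 note: 0% = enzyme controls without compound and 100% = no-enzyme blanks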
Target sequence (Q9Y337 67-293 limits assumed): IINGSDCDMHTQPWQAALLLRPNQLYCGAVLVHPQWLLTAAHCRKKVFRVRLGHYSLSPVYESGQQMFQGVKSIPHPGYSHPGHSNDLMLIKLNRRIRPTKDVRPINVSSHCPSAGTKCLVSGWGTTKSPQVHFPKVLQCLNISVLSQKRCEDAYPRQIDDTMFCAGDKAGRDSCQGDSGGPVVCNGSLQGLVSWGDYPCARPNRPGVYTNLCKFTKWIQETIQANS
Thrombin inh – inhibitors of human thrombin. AID 1046. P00734. alpha-thrombin, Boc-VPR-AMC fluorogenic substrate cleavage. actives 0.26% (n = 220,000). inhibition, % at 5 µM;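 active = inhibition at or above 40%; inactive = inhibition below 40%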;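 note: 0% = enzyme with no compound and 100% = wells without enzyme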
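System – human alpha-thrombin protein · Reagent – Boc-VPR-AMC substrate, 15 µM final · Compound – 5 µM single dose in 0.2% DMSO · Schedule – reaction at room temperature · Technique – AMC fluorescence at 355 nm excitation and 460 nm emission · Read-out basis – % inhibition relative to enzyme controls and enzyme-free blanks · Control set – no-compound enzyme wells and no-enzyme blanks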
KCC2 mod – modulators of human KCC2 chloride dependent transport. KCC2 cells, thallium flux FluoZin-2 fluorescence. actives 2.2% (n = 190,000). B-score of Tl+ flux slope (higher = more flux/activation; lower = inhibition) at 10 µM;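 active = thallium flux slope and its plate-corrected score both differing from the plate sample mean at a set confidence after two filtering rounds, in either direction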;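 note: slope of fluorescence scaled to starting intensity during 10 to 20 s after thallium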
PERK inhibitor – inhibitors of human PERK kinase | Q9NZJ5 | CHO PERK-DD fusion, SEAP luminescence translation reporter | inhibition, % at 5.6 µM | actives 0.17% (n = 220,000);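 active = inhibition above the mean inhibition of all tested compounds plus 3 SD, set separately per screening campaign, cut at about 2.9% in these data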;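 note: PERK kinase domain activated by AP20187 dimerizer at 100 nM; 0% = DMSO with dimerizer and 100% = rapamycin at 8.4 µM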
Calpain2 inh – blocks pig calpain II enzyme activity; purified calpain II, fluorogenic peptide substrate, 30 min; actives 0.37% (n = 220,000); AID 1236; inhibition, % at 16 µM;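 active = inhibition above about 50%, limit read from the data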
Rad51 HR inh – blocks human Rad51 in homologous recombination; hRad51 DNA strand exchange, fluorescence dequenching; inhibition, % at 10 µM; Q06609; actives 0.085% (n = 200,000); AID 1385;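 active = inhibition above 40% at the single screening dose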;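 note: 0% = DMSO control wells and 100% = blanks with heterologous ssDNA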
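System: human Rad51 nucleoprotein filaments preassembled on unlabelled ssDNA. Reagent: labelled 47-mer dsDNA for strand exchange. Schedule: 30-min compound preincubation and 15-min exchange, both room temperature. Measured by: FRET fluorescence dequenching, excitation 485 nm, emission 520 nm. Read-out: Fluorescence-based percent inhibition, control- and blank-normalised. Benchmarks: plate controls and plate blanks.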
Active calls of the source: *; [ ] = remark or other dose. Only part of the results is shown, so the mix of outcomes need not match the whole.

What do the screens show for `CCOc1ccc(OCC)c(-c2c(=O)n(OCc3ccccc3C(=O)OC)c3ccccc3[n+]2[O-])c1`?
Furin inhibitor: -20[20 µM]; FXIa inh: 0; FXIIa inh: 1; hK5 inh: 4; Thrombin inh: -1; PERK inhibitor: 0.4; Calpain2 inh: -7; Rad51 HR inh: 4

What do the screens show for `CN(C)S(=O)(=O)c1ccc(N2CCCC2)c(C(=O)Nc2nc(-c3ccc(F)cc3)cs2)c1`?
Furin inhibitor: -12; FXIa inh: 19; FXIIa inh: 19; hK5 inh: 0; Thrombin inh: -8; KCC2 mod: -4.7; PERK inhibitor: 1.6; Calpain2 inh: -2; Rad51 HR inh: 9

How did CCN(CC)CCNC(=O)c1[nH]c2ccc(OCc3ccccc3)cc2c1C do in these assays?
Furin inhibitor: -13; FXIa inh: -5; FXIIa inh: 5; hK5 inh: -5; Thrombin inh: -8; PERK inhibitor: 1.2; Calpain2 inh: -252; Rad51 HR inh: 8

How did CCn1c(-c2ccccc2)ccc(C#N)c1=O do in these assays?
Furin inhibitor: -9[20 µM]; FXIa inh: 2; FXIIa inh: 14; hK5 inh: -13; Thrombin inh: 0; PERK inhibitor: 2.0; Calpain2 inh: -27; Rad51 HR inh: 1

How did Cn1cccc1Cc1nnc(SCC(=O)NCc2ccccc2Cl)n1-c1ccc(F)cc1 do in these assays?
Furin inhibitor: -28; FXIa inh: 4; FXIIa inh: 17; hK5 inh: -1; Thrombin inh: -2; PERK inhibitor: 0.5; Calpain2 inh: -27; Rad51 HR inh: 0

How did COc1ccc(Cn2nnnc2C(c2cccnc2)N2CCN(c3ccc(O)cc3)CC2)cc1 (stereo unspecified) do in these assays?
Furin inhibitor: -18[20 µM]; FXIa inh: -5; FXIIa inh: 7; hK5 inh: -21; Thrombin inh: -2; KCC2 mod: 0.33; PERK inhibitor: -0.8; Calpain2 inh: 0; Rad51 HR inh: 10

How did CCOc1ccc(-c2cn3ccccc3n2)cc1 do in these assays?
Furin inhibitor: -37; FXIa inh: -5; FXIIa inh: 1; hK5 inh: -2; Thrombin inh: -5; KCC2 mod: -1.8; PERK inhibitor: 1.1; Calpain2 inh: -148; Rad51 HR inh: 10

Results for CN(C)c1ccc(C(C#N)c2ccc(Cl)cc2)nn1 (stereo unspecified) ?
Furin inhibitor: -5; FXIa inh: 0; FXIIa inh: 4; hK5 inh: -6; Thrombin inh: -10; KCC2 mod: -0.44; PERK inhibitor: 0.6; Calpain2 inh: 17; Rad51 HR inh: -7

Results for CN1C(C(=O)NCc2ccccc2)CC2Cn3c(nc4cc5ccccc5cc43)C21 (stereo unspecified) ?
Furin inhibitor: -26; FXIa inh: 1; FXIIa inh: 6; hK5 inh: 3; Thrombin inh: -3; KCC2 mod: -2.4; Calpain2 inh: -15; Rad51 HR inh: 3

Results for COc1c(C)cc(C(=O)C2CCCN(C(=O)c3ccc4[nH]ccc4c3)C2)cc1C (stereo unspecified) ?
Furin inhibitor: -33; FXIa inh: -4; FXIIa inh: 3; hK5 inh: -2; Thrombin inh: -7; KCC2 mod: -1.3; PERK inhibitor: -0.1; Calpain2 inh: -28; Rad51 HR inh: -5

What do the screens show for `CCCCC(NS(=O)(=O)c1ccc(C)cc1)C(=O)Oc1ccc2c3c(c(=O)oc2c1)CCC3` (stereo unspecified)?
Furin inhibitor: -48; FXIa inh: -1; FXIIa inh: 9; hK5 inh: -15; Thrombin inh: -12; KCC2 mod: 0.41; PERK inhibitor: 1.0; Calpain2 inh: inactive; Rad51 HR inh: 4

Results for Nc1nccc(/C=C/c2c(F)cccc2Cl)n1 ?
Furin inhibitor: -12; FXIa inh: 0; FXIIa inh: 8; hK5 inh: 1; Thrombin inh: 1; KCC2 mod: -4.4; PERK inhibitor: 0.8; Calpain2 inh: -118; Rad51 HR inh: -5

What do the screens show for `C/C(=N\Nc1ccccc1[N+](=O)[O-])c1ccc(N2CCOCC2)cc1`?
Furin inhibitor: -1; FXIa inh: -3; FXIIa inh: -3; hK5 inh: -4; Thrombin inh: -1; KCC2 mod: -0.45; PERK inhibitor: 0.0; Calpain2 inh: 28; Rad51 HR inh: -1

Results for CCOc1ccc(-c2nc(S(=O)(=O)c3ccccc3)c(NCc3cccnc3)o2)cc1 ?
Furin inhibitor: -28[20 µM]; FXIa inh: -5; FXIIa inh: 16; hK5 inh: -20; Thrombin inh: -7; KCC2 mod: -0.18; PERK inhibitor: -0.5; Calpain2 inh: -14; Rad51 HR inh: 5

Results for O=C(CN1CCN(Cc2ccc3c(c2)OCO3)CC1)N1CCc2[nH]c3ccccc3c2C1 ?
Furin inhibitor: -21; FXIa inh: 27; FXIIa inh: 30; hK5 inh: -22; Thrombin inh: -1; KCC2 mod: -1.4; PERK inhibitor: -0.9; Calpain2 inh: 10; Rad51 HR inh: -7

Results for CC(C)(C)c1cc(S(=O)(=O)CCc2ccccn2)cc(C(C)(C)C)c1F ?
Furin inhibitor: -9[20 µM]; FXIa inh: 5; FXIIa inh: 10; hK5 inh: 3; Thrombin inh: 2; KCC2 mod: -0.58; PERK inhibitor: -0.3; Calpain2 inh: 8; Rad51 HR inh: 0

Results for CN(O)/C=c1/ccc2c(n1)C(=O)C=CC=2 ?
Furin inhibitor: -10; FXIa inh: -3; FXIIa inh: 1; hK5 inh: -17; Thrombin inh: -5; KCC2 mod: 0.18; PERK inhibitor: 1.6; Calpain2 inh: 17; Rad51 HR inh: 5

How did CC1=C(C(=O)Nc2ccc(F)c(F)c2)C(c2cccs2)NC(=S)N1 (stereo unspecified) do in these assays?
Furin inhibitor: -18; FXIa inh: 8; FXIIa inh: 18; hK5 inh: -16; Thrombin inh: -7; KCC2 mod: 1.1; PERK inhibitor: 0.1; Calpain2 inh: -7; Rad51 HR inh: 5

Results for CCOc1ccc(CN2CCN(Cc3[nH]c4ccc(OC)cc4c3C)CC2CCO)cc1 (stereo unspecified) ?
Furin inhibitor: -24; FXIa inh: -4; FXIIa inh: 4; hK5 inh: -1; Thrombin inh: -13; KCC2 mod: 0.84; PERK inhibitor: -0.3; Calpain2 inh: -35; Rad51 HR inh: 8

What do the screens show for `O=C(Nc1cccc(C(=O)O)c1)/C(=C\c1ccc2c(c1)OCO2)NC(=O)c1ccc(Br)o1`?
Furin inhibitor: -5; FXIa inh: 5; FXIIa inh: 12; hK5 inh: 4; Thrombin inh: -3; KCC2 mod: 0.019; PERK inhibitor: 0.8; Calpain2 inh: 27; Rad51 HR inh: 12

Results for COc1cccc2cc(/C(C)=N/NC(=O)c3ccco3)oc12 ?
Furin inhibitor: -2; FXIa inh: 2; FXIIa inh: 10; hK5 inh: 8; Thrombin inh: -9; KCC2 mod: 3.8; PERK inhibitor: -0.3; Calpain2 inh: 18; Rad51 HR inh: 11

How did N/C(=N\S(=O)(=O)c1ccc(Cl)cc1)N1CCOCC1 do in these assays?
Furin inhibitor: -12; FXIa inh: -14; FXIIa inh: 2; hK5 inh: 2; Thrombin inh: -4; KCC2 mod: 0.83; PERK inhibitor: 0.7; Calpain2 inh: -13; Rad51 HR inh: 22

How did COc1ccc(-c2nc3c4ccccc4ccn3c2C=O)cc1 do in these assays?
Furin inhibitor: -14; FXIa inh: 3; FXIIa inh: 8; hK5 inh: 3; Thrombin inh: -4; PERK inhibitor: -0.2; Calpain2 inh: -29; Rad51 HR inh: 2

How did Cc1c(/C=N\NC(=O)c2csc3ccccc23)cnn1C do in these assays?
Furin inhibitor: -16[20 µM]; FXIa inh: -1; FXIIa inh: 0; hK5 inh: -5; Thrombin inh: -6; KCC2 mod: -0.18; PERK inhibitor: 1.9; Calpain2 inh: 13; Rad51 HR inh: 0

How did O=C1CCc2cc(S(=O)(=O)NC(Cc3ccccc3)C(=O)NC3CCCC3)ccc2N1 (stereo unspecified) do in these assays?
Furin inhibitor: -2; FXIa inh: 2; FXIIa inh: 12; hK5 inh: 0; Thrombin inh: -4; PERK inhibitor: -0.4; Calpain2 inh: -6; Rad51 HR inh: 0

How did Cc1cc(/C(N)=N/OC(=O)c2ccc(Cl)cc2)no1 do in these assays?
Furin inhibitor: -23; FXIa inh: -6; FXIIa inh: 8; hK5 inh: 44*; Thrombin inh: -2; KCC2 mod: 1.7; PERK inhibitor: -0.6; Calpain2 inh: 20; Rad51 HR inh: 11

Results for CC(=O)Nc1ccc(S(=O)(=O)/N=C2\C(=O)c3ccccc3C([O-])=C2n2cc[n+](-c3ccccn3)c2)cc1 ?
Furin inhibitor: -14; FXIa inh: 1; FXIIa inh: 11; hK5 inh: -2; Thrombin inh: 6; KCC2 mod: -0.17; PERK inhibitor: 2.0; Calpain2 inh: 4; Rad51 HR inh: -1

What do the screens show for `CCn1c(C)c(C(C)=O)c(NCc2ccccc2)nc1=S`?
Furin inhibitor: -15[20 µM]; FXIa inh: 2; FXIIa inh: 14; hK5 inh: -4; Thrombin inh: -3; PERK inhibitor: -0.5; Calpain2 inh: 6; Rad51 HR inh: -1

What do the screens show for `O=C(Oc1cccc2cccnc12)c1ccc(Br)o1`?
Furin inhibitor: -18; FXIa inh: 0; FXIIa inh: 4; hK5 inh: -9; Thrombin inh: 2; PERK inhibitor: 1.6; Calpain2 inh: 23; Rad51 HR inh: -5

What do the screens show for `O=C(CNC(=O)c1ccccc1F)N/N=C/c1cc(Br)ccc1OCc1ccccc1`?
Furin inhibitor: -10; FXIa inh: 7; FXIIa inh: 3; hK5 inh: -5; Thrombin inh: -3; KCC2 mod: -0.75; PERK inhibitor: 0.6; Calpain2 inh: -36; Rad51 HR inh: 4

Results for COc1ccc(NS(=O)(=O)/C=C/c2ccccc2)cc1 ?
Furin inhibitor: -23; FXIa inh: 6; FXIIa inh: 14; hK5 inh: -10; Thrombin inh: -1; KCC2 mod: -0.47; PERK inhibitor: 0.1; Calpain2 inh: 21

What do the screens show for `O=C(CCCOc1ccc(Cl)cc1Cl)NNC(=O)c1ccc(NC(=O)c2ccccc2)cc1`?
Furin inhibitor: -2; FXIa inh: -4; FXIIa inh: -3; hK5 inh: -6; Thrombin inh: -9; KCC2 mod: -0.27; PERK inhibitor: 0.2; Calpain2 inh: -15; Rad51 HR inh: 1

Results for CC(C)(C)OC(=O)N1CCC[C@H]1c1nnc(SCc2ccc(Cl)cc2Cl)o1 ?
Furin inhibitor: -8; FXIa inh: 0; FXIIa inh: -3; hK5 inh: 2; Thrombin inh: 3; KCC2 mod: -1.1; PERK inhibitor: -1.1; Calpain2 inh: 14; Rad51 HR inh: 14

Gathered by group, those above with a thiophene ring, fused or not
How did CC1=C(C(=O)Nc2ccc(F)c(F)c2)C(c2cccs2)NC(=S)N1 (stereo unspecified) do in these assays?
Furin inhibitor: -18; FXIa inh: 8; FXIIa inh: 18; hK5 inh: -16; Thrombin inh: -7; KCC2 mod: 1.1; PERK inhibitor: 0.1; Calpain2 inh: -7; Rad51 HR inh: 5

How did Cc1c(/C=N\NC(=O)c2csc3ccccc23)cnn1C do in these assays?
Furin inhibitor: -16[20 µM]; FXIa inh: -1; FXIIa inh: 0; hK5 inh: -5; Thrombin inh: -6; KCC2 mod: -0.18; PERK inhibitor: 1.9; Calpain2 inh: 13; Rad51 HR inh: 0

Screens as filed in PubChem BioAssay.
